JMJD2A Tudor = JMJD2A Tudor domain (human) inhibition; O75164; AlphaScreen JMJD2A-Tudor / H3K4me3 peptide binding; Potency, µM (highest dose often 114 µM), without a hit: at the top dose activity change, negative = inhibition, hits mostly inhibitors; 4.4% of 390,000 active; AID 504339; note: potency is the fitted concentration of half-maximal effect; % is set by controls: 0 for no effect and ±100 for the full control effect; nearly all actives have a fitted effect of over 50% in size
BAZ2B inh = inhibitors of human BAZ2B bromodomain; Q9UIF8; AlphaScreen BAZ2B-H3K14Ac peptide displacement; Potency, µM (series often up to 114 µM), without a hit: top-dose activity change, negative = inhibition, usual class: inhibitors; 4.4% of 360,000 active; note: potency is the fitted concentration of half-maximal effect; % is set by controls: 0 for no effect and ±100 for the full control effect; nearly all actives have a fitted effect of over 60% in size
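AlphaScreen displacement: compounds (up to 110uM) incubated 30 min at room temperature with a preformed 50 nM BAZ2B/50 nM biotinylated H3K14Ac peptide complex in PBS pH 7.4 with Tween-20. Donor and acceptor beads at 10 ug/mL final added, 20 min light-protected before reading.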
12-LOX inh = inhibitors of human 12S-lipoxygenase ALOX12; purified 12hLO, xylenol orange hydroperoxide absorbance; Potency, µM (highest dose often 108 µM), inactives show top-dose activity change, negative = inhibition, hits mostly inhibitors; 1.1% of 580,000 active; AID 1671190; note: potency is the fitted concentration of half-maximal effect; % is set by controls: 0 for no effect and ±100 for the full control effect
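Purified human 12hLO at 150 nM in 25 mM Hepes, 0.01% Triton X-100, pH 7.0, preincubated 15 min at room temperature with compound. Reaction started with 40 uM arachidonic acid, 30 min at room temperature. Hydroperoxide measured by Fe-xylenol orange, 573/405 nm absorbance ratio.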
ERG Ets-DNA blk = inhibitors of human ERG Ets domain-DNA interaction. fluorescence polarization, His-ERG Ets domain / labelled DNA. Potency, µM (highest dose often 76.9 µM), for inactives: at the highest dose FP activity, negative = inhibition, actives largely listed as inhibitors. 0.028% of 370,000 active. AID 624246; active = well fitted inhibition curve with a large enough effect in the polarisation, with a control signal flat; inconclusive = small, poorly fitted or top-dose-only effect, or effect the other way, or a change in a side signal; inactive = no such curve, though single readings can be large or run the other way; the % refers to the polarisation;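 note: polarization taken with two DNA probes labelled with fluorescein and Texas red; potency is the fitted concentration of half-maximal effect; % of control where 0% means no effect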
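His-tagged ERG Ets domain (1 uM in the protein solution; 300mM KCl, 50mM Tris-HCl, 1mM EDTA, 1mM DTT, pH 7.5) received compound, then a probe mix of 5 nM fluorescein-DNA and 100nM Texas-615-DNA. Fluorescence polarization was read for both dyes.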
PI4K2A block = inhibitors of human PI4K2A. activity change, negative = inhibition, % at 76.9 µM. 0.13% of 420,000 active. purified PI4K2A, ADP-Glo luminescence, 1 h; stronger effect = lower value; in the data active = activity change below about -50%; inconclusive = mostly about -30% to -49%;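 note: -100% = wells without enzyme as full effect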
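In this quantitative HTS, ADP production by PI4K2A was quantified luminescently after 1 h at ambient temperature; 100 microM adenosine served as plate-quality control.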
RGS4 inh = human RGS4 inhibition; Potency, µM (highest dose often 114 µM), without a hit: at the top dose activity change, negative = inhibition, most hits filed as inhibitors; Transcreener GDP fluorescence polarization, RGS4-accelerated GTP hydrolysis; P49798; 0.039% of 390,000 active; AID 504845; note: potency is the fitted concentration of half-maximal effect; % is set by controls: 0 for no effect and ±100 for the full control effect; nearly all actives have a fitted effect of over 75% in size; some results filed as inactive show a strong effect at the top dose
Target sequence (P49798 whole entry, looked up): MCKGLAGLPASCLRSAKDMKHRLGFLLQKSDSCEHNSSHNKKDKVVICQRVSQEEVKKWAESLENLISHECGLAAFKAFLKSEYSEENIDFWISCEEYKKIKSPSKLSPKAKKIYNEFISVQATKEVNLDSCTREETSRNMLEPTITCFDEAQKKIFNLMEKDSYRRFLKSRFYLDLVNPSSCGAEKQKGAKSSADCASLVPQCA
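MLSMR compounds (23 nl, pin-transferred) preincubated 10 min at room temperature with a 500nM (2x) first reagent, then RGS4 at 900nM (2x) plus Transcreener GDP mix added; fluorescence polarization (620/688 nm) read before and after 90 min at 30 °C.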
G9a block = inhibitors of human histone lysine methyltransferase G9a; Q96KQ7; G9a H3K9 monomethylation, AlphaScreen, 2 h; Potency, µM (doses to about 102 µM), without a hit: at the highest dose activity, negative = inhibition, actives largely listed as inhibitors; 8.8% of 350,000 active; AID 504332; note: potency is the fitted concentration of half-maximal effect; % is set by controls: 0 for no effect and ±100 for the full control effect; nearly all actives have a fitted effect of over 75% in size
Target sequence (Q96KQ7 913-1193 limits assumed): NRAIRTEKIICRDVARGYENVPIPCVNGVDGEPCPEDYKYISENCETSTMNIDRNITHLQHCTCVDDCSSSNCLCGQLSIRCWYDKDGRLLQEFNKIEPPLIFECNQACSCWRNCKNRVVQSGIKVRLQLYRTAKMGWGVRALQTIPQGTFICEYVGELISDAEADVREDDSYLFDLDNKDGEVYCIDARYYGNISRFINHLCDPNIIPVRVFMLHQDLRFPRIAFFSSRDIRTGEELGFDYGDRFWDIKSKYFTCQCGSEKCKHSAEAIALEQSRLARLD
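Readings reflect AlphaScreen signal from monomethyl-H3K9 antibody detection. HMT at 20 nM; substrate b-H3K9 500 nM; cofactor SAM 20 uM; 2 h RT reaction; compounds tested as titrations in qHTS with 15 min preincubation.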
GLS inhibitor = inhibitors of human glutaminase (GLS) | GLS enzymatic activity, qHTS titration | Potency, µM (series often up to 45.5 µM), for the others: at the highest dose activity change, negative = inhibition, most hits filed as inhibitors | O94925 | 0.21% of 410,000 active | AID 624170; note: potency is the fitted concentration of half-maximal effect; % is set by controls: 0 for no effect and ±100 for the full control effect
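Coupled fluorescence readout: glutamate oxidase/HRP/Amplex Red detect glutamate formed by hKGA from L-glutamine (1 mM solution added). Buffer 45 mM KH2PO4 pH 8.2, 0.02% Tween-20; reads at t0 and 30 min RT.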
HP1b binding inh = blocks HP1-beta chromodomain binding to methylated histone tails; Potency, µM (highest dose often 114 µM), for the others: top-dose activity change, negative = inhibition, actives largely listed as inhibitors; AID 540317; P83916; AlphaScreen HP1-beta / biotin-H3K9me3 peptide binding; 0.56% of 390,000 active; note: potency is the fitted concentration of half-maximal effect; nearly all actives have a fitted effect of over 70% in size; inactives centre near 23
Target sequence (P83916 whole entry, looked up): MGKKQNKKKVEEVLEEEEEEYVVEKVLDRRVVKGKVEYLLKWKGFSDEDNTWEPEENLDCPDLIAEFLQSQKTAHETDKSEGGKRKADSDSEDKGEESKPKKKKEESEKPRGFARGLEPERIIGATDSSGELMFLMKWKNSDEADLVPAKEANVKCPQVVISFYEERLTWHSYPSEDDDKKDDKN
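HP1-beta protein (50 nM final) preincubated 30 min at room temperature with biotinylated H3(1-18)K9me3 peptide (50 nM) in PBS pH 7.4, 0.01% Tween-20, then compound added for 30 min. AlphaScreen streptavidin donor/nickel chelate acceptor beads (10 ug/mL final), 30 min dark, luminescence read.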
An asterisk follows results filed as active; u = inconclusive; x = not tested or not shown; & = joins results of further samples; [ ] = remark or other dose. Unless noted, calls come from the whole dose curve; as a rule, active = well fitted curve in the direction sought with a large enough effect; inconclusive = small, poorly fitted or top-dose-only effect, or another doubt; inactive = no such curve, though single readings can be large; an effect the other way counts as inactive or inconclusive. Some of the compounds tested. The share of hits here may be higher or lower than overall.

smiles,G9a block,12-LOX inh,ERG Ets-DNA blk,JMJD2A Tudor,PI4K2A block,HP1b binding inh,GLS inhibitor,RGS4 inh,BAZ2B inh
CCOC(=O)N1CCN(c2ncnc3c2oc2nc(C(C)C)c4c(c23)CCC4)CC1,u,-1%,9%,-12%,0,12%,-2%,-9%,-29%
CCCN1CCCc2cc(CN(CCCN3CCOCC3)C(=O)Nc3ccc(Cl)c(Cl)c3)ccc21,11µM*,u,0%,13µM*,2,u,-22%,-11%,11µM*
Cc1nc2ccccc2c(=O)n1CC(=O)N1CCOCC1,7%[59 µM],0%,3%,2%,1,22%,9%,5%,-3%
Cc1ccc2nc(C)cc(N/N=C/c3cccc(O)c3)c2c1,0%,30%,10%,-21%,6,20%,u,-12%,u
Cc1cc(C)nc(N/N=C/c2ccc([N+](=O)[O-])o2)n1,-49%,0%,4%,3%,0,45%[activator],18%,11%,-25%
CCN(CC)S(=O)(=O)c1ccc(/C=C/C(=O)OCC(=O)Nc2ccc(C(N)=O)cc2)cc1,3%,-1%,4%,-13%,0,-5%,-1%,-4%,-3%
CCOC(=O)c1cc(S(=O)(=O)N2CCN(c3cc(C)ccc3C)CC2)[nH]n1,4µM*,0%,-9%,-33%,2,-4%[57 µM],14%,-16%,50µM*
O=C(NNC(=O)C1CC(=O)N(c2ccc3c(c2)OCCO3)C1)c1ccc(F)cc1 (stereo unspecified),3%,-24%,0%,-3%,4,8%,9%,14%,-7%
CC(C)(CSc1ccccn1)NS(=O)(=O)c1ccccc1,4%[59 µM],7%,-7%,1%,-3,44%[activator],-4%,-13%,10%
C=CCc1ccc(OCC(O)CN2CCCCC2C)c(OC)c1 (stereo unspecified),7%[59 µM],16%,-11%,3%,1,19%,7%,11%,-4%
O=C(Cc1ccc(F)cc1)NCCS(=O)(=O)N1CCN(c2ccccc2)CC1,-4%,-8%,15%,-8%,-9,30%,0%,11%,8%
Cc1ccc(N(C)C(=O)CCS(=O)(=O)c2ccc3c(c2)oc(=O)n3C)cc1,u,-15%,6%,-19%,3,12%,0%,-32%,0%
COCCOC(=O)C(C#N)c1nc2ccccc2nc1N1CCCC1 (stereo unspecified),u,8%,-2%,-24%[57.1 µM],-4,-5%,1%,2%[11.4 µM],-32%
COc1cccc(-c2nc(SCC(=O)Nc3ccc4c(c3)OCO4)c(-c3ccccc3)[nH]2)c1,8.9µM*,-5%,5%,u,-1,u,-20%,-18%,u
CC(C)CCN1C(=O)c2ccc(C(=O)Nc3cccc(S(N)(=O)=O)c3)cc2C1=O,-14%,-5%,-8%,-13%,-3,27%,-1%,42%,7%
O=C(NC1CC(=O)N(c2ccc(Cl)cc2)C1)c1cccs1 (stereo unspecified),1%[59 µM],-26%,6%,-1%,1,15%,-9%,3%,-1%
Cc1cccc(NC(=O)c2nnn(-c3cccc(C(F)(F)F)c3)c2N)c1,25%[59 µM],u,-4%,-5%,1,20%,-3%,-23%,u
Cc1ccc(NCc2nnc(SCC(=O)OC3CCCCC3)o2)c(C)c1,x,-8%,-8%,u,10,u,22%,25%,u
CCC1(c2ccccc2)NC(=S)N(c2ccc(C)c(C)c2)N1 (stereo unspecified),7.9µM*,u,-3%,u,3,17%,-1%,-49%,u
CCOCCOC(=O)c1ccc(NC(=O)/C=C/c2ccc(OC)c(OC)c2)cc1,-1%[59 µM],-2%,-2%,-8%,-3,28%,-1%,12%,-6%

Continuation:
smiles,G9a block,12-LOX inh,ERG Ets-DNA blk,JMJD2A Tudor,PI4K2A block,HP1b binding inh,GLS inhibitor,RGS4 inh,BAZ2B inh
COc1cc2sc(-c3ccccc3OC)c(-c3ccc(OCCN4CCCCC4)cc3)c2cc1OC,x,-14%,33%[activator],28µM*,3,u,8%,5%,x
CNC[C@H]1Oc2c(NC(=O)C3CC3)cccc2C(=O)N([C@H](C)CO)C[C@@H]1C,x,-22%,-13%,-6%,0,49%[activator],2%,-4%,x
CC(=O)C1=C(C)NC(=O)NC1c1cc(Br)ccc1OCC#N (stereo unspecified),0%[59 µM],0%,1%,1%,-2,37%,0%,25%,-3%
CCC(C)NC(=O)CSc1ccc(S(=O)(=O)N(C)C2CCCCC2)cn1 (stereo unspecified),x,11%,-2%[15.4 µM],0%,3,38%,7%,-1%,x
Cc1sc2nc(CSc3ccc([N+](=O)[O-])c(C(F)(F)F)c3)[nH]c(=O)c2c1C,u,u,5%,-21%,-7,16%,13%,4%,-36%
CC1CN(C(=O)CSc2nnc(-c3ccncc3)n2-c2ccccc2)CC(C)O1 (stereo unspecified),-23%[12.7 µM],-2%,x,-2%,-1,13%,14%,5%,7%
CN(C)c1ccc(C(CC(=O)c2ccccc2)C2CCCCC2=O)cc1 (stereo unspecified),u,-22%,-5%,u,-2,u,0%,u,-3%
COc1ccc(S(=O)(=O)N2CCC3(CC2)CC(=O)c2ccccc2O3)cc1C,-10%[0.501 µM],3%,1%,-11%,2,17%,-4%,9%,3%
Cc1ccc(NC(=O)c2nnn(CC(=O)Nc3ccc(C)c(Cl)c3)c2N)c(C)c1,7%[59 µM],-51%,0%,-11%,-3,44%[activator],8%,-9%,11%[57.1 µM]
N#Cc1ccc2ccn(CC(=O)NC3CCCCCC3)c2c1,u,0%,1%,-14%,0,30%,-3%,34%,-15%
CC(=O)N1CCc2cc(S(=O)(=O)CCC(=O)N3CCc4ccccc4C3)ccc21,u,0%,-2%,-3%,5,24%,5%,7%,7%
CC(C)CNC(=O)N1[C@H](c2cccs2)[C@@H](C)C(=O)[C@@H](C)[C@@H]1c1cccs1,-2%[59 µM],2%,1%,-14%,2,13%,1%,27%,8%
CCc1ccc(NC(=S)N(CCC(C)C)C2CCN(C(C)=O)CC2)cc1,u,6%,-3%,-17%,10,45%[activator],-10%,-6%[56.9 µM],2%
Cc1cc(OCC(=O)Nc2c(C)n(C)n(-c3ccccc3)c2=O)ccc1[N+](=O)[O-],u,-15%,5%,-1%,3,18%,-1%,-15%,-1%
CCOC(=O)[C@H]1[C@H]2COc3ccc(Br)cc3[C@@H]2N2C(=O)c3ccc(C)cc3NC(=O)[C@@]12C,22%[2.33 µM],-16%,2%,-20%,-2,20%,-2%,-5%,-5%
CSCCC(NC(=O)CCN1C(=O)c2ccccc2C1=O)C(=O)O (stereo unspecified),6%[59 µM],-4%,7%,-16%,0,32%,-2%,6%,6%
Nc1nc(Nc2ccccc2Br)nc(C(F)(F)F)n1,1%[59 µM],-8%,-8%,-2%,6,36%,3%,6%,-3%
CCn1cnc2cc(NCc3ccc(N(C)C)cc3)ccc21,11µM*,-14%&9%,2%&0%,10µM*,7&-6,32µM*,41%&1%[activator],19%[11.4 µM],10µM*
O=S(=O)(Cc1ccccc1)N1CCCc2ccccc21,19%,-7%,0%,9%,1,38%,1%,0%,3%
COc1ccccc1CCNC(=O)c1ccc(C)o1,0%[12.7 µM],-2%,11%,-21%,2,46%[activator],2%,-11%,-5%

The list goes on:
smiles,G9a block,12-LOX inh,ERG Ets-DNA blk,JMJD2A Tudor,PI4K2A block,HP1b binding inh,GLS inhibitor,RGS4 inh,BAZ2B inh
O=C(NCC(=O)N1CCCC(C(F)(F)F)C1)c1ccco1 (stereo unspecified),1%[12.7 µM],-11%,-16%,-4%,-1,34%,11%,18%,9%
Cc1cc2oc(=O)cc(CN3CCC(C)CC3)c2cc1Cl,-16%[59 µM],4%,-2%,5%,-3,41%,-2%,15%,0%
c1ccc(Sc2cnc3ccccc3n2)cc1,4%[59 µM],7%,6%,76%[activator],0,131%,6%,-10%,u
COc1ccc(NC(=O)CSc2nc3c([nH]c4ccccc43)c(=O)n2C)c(OC)c1,x,1%,12%,-3%,2,16%,4%,6%,-3%
Brc1ccc(C2=Nn3c(nnc3-c3n[nH]c4c3CCC4)SC2)cc1,-39%[12.7 µM],x,-2%,7%[11.4 µM],-4,2%,4%,16%[11.4 µM],-29%
CCCCNC(=S)NC1CCCC1,-13%[59 µM],-15%,4%,-13%,6,20%,-1%,-2%,6%
O=C(COC(=O)c1cc(=O)[nH]c2ccccc12)c1ccccc1,-35%,5%,-6%,-14%,-1,39%,0%,8%,-23%
Cc1nc(Cl)c(C(=O)NC(=O)NCc2ccccc2)c(C)c1Cl,-4%,-3%,-3%,9%,1,27%,-12%,0%,10%
COCCN1Cc2cccc(C(=O)Nc3cccnc3)c2C1=O,-23%[12.7 µM],-27%,-8%,-4%[11.4 µM],-18,60%[activator],-30%,10%[11.4 µM],2%
